Luc counter: Counterscreen for Luciferase (Kinase-Glo TM) Inhibition; Potency, µM (series often up to 38.3 µM), for inactives: at the highest dose activity change, negative = inhibition, actives largely listed as inhibitors; Luciferin 4-monooxygenase (Photuris pensylvanica), Q27757; Kinase-Glo luciferase, ATP luminescence, 8 min; 200,000 tested, 0.28% active; also: potency is read from the fitted curve at half-maximal effect; % is scaled to controls: 0 for no effect and ±100 for the full control effect; nearly all actives have a fitted effect of over 60% in size
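Luminescence was the read-out, taken after 8-minute incubation at ambient temperature. Luciferase turned over luciferin with 10 uM ATP in imidazole pH 7.2 buffer containing KCl, MgCl2, Tween 20 and BSA.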
IMPase Li inh: qHTS Assay for Identifying the Cell-Membrane Permeable IMPase Inhibitors: Potentiation with Lithium; CHO-M1 cells, IP1 TR-FRET (IP-One), carbachol + lithium; Potency, µM (doses to about 59.4 µM), inactives show at the highest dose activity, negative = IMPase inhibition, hits mostly inhibitors; 210,000 tested, 0.35% active; AID 1457, 2008;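 also: IP1 builds up when IMPase is blocked and the TR-FRET signal falls; potency is read from the fitted curve at half-maximal effect; plate controls were basal vehicle for no effect and high inhibitor control for full effect; nearly all actives have a fitted effect of over 50% in size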
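Readout is a homogeneous TR-FRET IP1 immunoassay (Ex 320, Em 665 and 620), where raised cytosolic IP1 lowers signal. Cells were CHO-M1 treated 30 min at 37C with test compounds plus a little lithium; AC50 values came from Hill-equation fitting.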
NPSR antagonist: qHTS Assay for Antagonists of the Neuropeptide S Receptor: cAMP Signal Transduction. Q6W5P4. CHO-NPSR cells, cAMP TR-FRET, antagonist mode. Potency, µM (doses to about 38.3 µM), for inactives: at the highest dose activity change, negative = inhibition, actives largely listed as inhibitors. 220,000 tested, 1% active. AID 1461, 2008; also: potency is read from the fitted curve at half-maximal effect; % is scaled to controls: 0 for no effect and ±100 for the full control effect; nearly all actives have a fitted effect of over 50% in size; many of its hits are not listed in these tables
aGal spleen mod: qHTS Assay for Inhibitors and Activators of Human alpha-Galactosidase From Spleen Homogenate; Potency, µM (top dose mostly 80 µM), without a hit: at the top dose activity change, negative = inhibition, usual class: inhibitors; Alpha-galactosidase A (Homo sapiens), P06280; human spleen homogenate, 4MU-alpha-Gal fluorescence, 40 min; 240,000 tested, 0.008% active;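 also: potency is read from the fitted curve at half-maximal effect; 0% = enzyme with vehicle and -100% = no enzyme basal signal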
Target sequence (P06280 32-429 limits assumed): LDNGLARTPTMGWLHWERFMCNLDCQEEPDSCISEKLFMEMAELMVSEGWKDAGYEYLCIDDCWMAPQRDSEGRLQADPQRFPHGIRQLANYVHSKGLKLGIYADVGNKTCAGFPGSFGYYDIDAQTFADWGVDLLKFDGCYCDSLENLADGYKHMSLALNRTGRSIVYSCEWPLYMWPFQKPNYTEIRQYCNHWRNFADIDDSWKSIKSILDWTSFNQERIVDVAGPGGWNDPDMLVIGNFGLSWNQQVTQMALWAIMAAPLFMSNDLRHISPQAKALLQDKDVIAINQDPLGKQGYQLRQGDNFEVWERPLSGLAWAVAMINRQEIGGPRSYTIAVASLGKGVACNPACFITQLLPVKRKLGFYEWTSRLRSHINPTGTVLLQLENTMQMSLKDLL
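Spleen homogenate 1 ug + cpd (titration) + 4-MU-alpha-D-galactopyranoside 1 mM; 37C 40 min; 50 mM citrate/phosphate pH 5.0, 0.01% Tween-20; stop pH 10; fluorescence 365/440; AC50 via Hill.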
CBFb-RUNX1 inh: qHTS Assay for Compounds Blocking the Interaction Between CBF-beta and RUNX1 for the Treatment of Acute Myeloid Leukemia; 230,000 tested, under 10 active; AlphaScreen CBFb-His/RUNX1-biotin binding, biochemical; Potency, µM (doses to about 59.8 µM), for inactives: top-dose activity, negative = inhibition, usual class: inhibitors; Runt-related transcription factor 1 (Homo sapiens) + Core-binding factor subunit beta …; also: % of control where 0% means no effect
Target sequence (Q01196 whole entry, looked up): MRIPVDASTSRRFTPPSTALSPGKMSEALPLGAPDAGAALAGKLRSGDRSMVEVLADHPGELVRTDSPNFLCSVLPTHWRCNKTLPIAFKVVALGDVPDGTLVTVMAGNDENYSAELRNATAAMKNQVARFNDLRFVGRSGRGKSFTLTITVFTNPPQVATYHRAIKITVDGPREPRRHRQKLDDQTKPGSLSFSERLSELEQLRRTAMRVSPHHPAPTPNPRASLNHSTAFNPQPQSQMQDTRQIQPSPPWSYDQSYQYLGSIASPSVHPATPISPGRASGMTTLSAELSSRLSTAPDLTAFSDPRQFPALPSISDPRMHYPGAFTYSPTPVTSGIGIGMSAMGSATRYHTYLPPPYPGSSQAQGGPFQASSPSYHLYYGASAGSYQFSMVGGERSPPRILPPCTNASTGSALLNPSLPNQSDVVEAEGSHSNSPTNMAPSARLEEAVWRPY
Target sequence (Q13951 whole entry, looked up): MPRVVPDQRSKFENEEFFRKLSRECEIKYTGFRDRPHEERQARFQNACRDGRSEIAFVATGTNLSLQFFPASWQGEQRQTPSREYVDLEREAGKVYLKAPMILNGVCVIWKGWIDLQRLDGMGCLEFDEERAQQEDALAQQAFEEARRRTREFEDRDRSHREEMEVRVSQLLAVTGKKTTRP
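Interaction loss through any mechanism counts as activity. Pre-formed complex of His-CBF-beta and biotin-RUNX1 (30 nM apiece) is incubated with compound 15 min, then with 50 ng nickel and 50 ng streptavidin beads for 90 min before AlphaScreen detection.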
Epigenetic derep: Quantitative High-Throughput Screen for Regulators of Epigenetic Control. murine LDR cells, GFP reporter derepression, 30 h. AID 1865, 2009. Potency, µM (top dose mostly 53.9 µM), without a hit: at the highest dose GFP activation, most hits filed as activators. 280,000 tested, 0.2% active; also: potency is read from the fitted curve at half-maximal effect; % of control where 0% means no effect; nearly all actives have a fitted effect of over 60% in size
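Derepression of a silenced CMV-GFP reporter in murine LDR cells is scored by enumerating GFP-positive cells with a laser-scanning microplate cytometer after 30 hours of treatment at 37 C.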
LMNA splice mod: qHTS Assay for Modulators of Lamin A Splicing. AID 1487, 2009. 200,000 tested, 0.01% active. HeLa LMNA splicing GFP/RFP minigene ratio, 48 h. Potency, µM (doses to about 46.1 µM), for inactives: at the highest dose ratio change, negative = inhibition, hits mostly inhibitors; active = well fitted inhibition curve with a large enough effect in the signal ratio, with a control signal flat, not every such curve was filed as active; inconclusive = small, poorly fitted or top-dose-only effect, or effect the other way, or a change in a side signal; the % refers to the signal ratio; also: potency is read from the fitted curve at half-maximal effect; % is scaled to controls: 0 for no effect and ±100 for the full control effect
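Read-out is the ratio of GFP to DsRed2 object intensity, acquired by 488 nm laser-scanning cytometry on HeLa lamin A-EGFP minigene reporter cells. Compound incubation 48 hrs at 37 °C in Opti-MEM with 2% FBS; DMSO 0.5% final.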
Starred values were filed as active, the others as inactive; ? = inconclusive; / = no result given; & = joins results of further samples; [ ] = remark or other dose. Unless noted, calls follow the shape of the dose curve; as a rule, active = well fitted curve in the direction sought with a large enough effect; inconclusive = small, poorly fitted or top-dose-only effect, or another doubt; inactive = no such curve, though single readings can be large; an effect the other way counts as inactive or inconclusive. This is a subset; count on the stated rates, not on these rows.

SMILES	Luc counter	IMPase Li inh	NPSR antagonist	aGal spleen mod	CBFb-RUNX1 inh	Epigenetic derep	LMNA splice mod
CC(=O)c1cccc(NC(=O)C2CCCCC2)c1	-1%	21%[38.3 µM]	-6%[46.1 µM]	-3%	-6%	2.9%	7%
CC(=O)N/C(=C/c1ccc2c(c1)OCO2)C(=O)NCCO	-3%	2%	14%	?	2%	-1.1%	0%
CCOC(=O)c1cc2c(=O)n3ccccc3nc2n(CCOC)c1=NC(=O)C(C)(C)C	-2%	-28%[38.3 µM]	-6%[46.1 µM]	?	12%	-1.4%	22%
O=[N+]([O-])c1cc(Cl)ccc1N1CCCCC1	10%	2%	-1%	-2%	-8%	-2.6%	28%[46 µM]
O=C(CSCc1nc2c(nnn2Cc2ccc(F)cc2)c(=O)[nH]1)Nc1cccc(C(F)(F)F)c1	4%	0%	-27%	5%	5%	0.0%	/
COC(=O)c1cc(C(=O)OC)cc(N2C(=O)CC(Sc3nc(C)cc(C)n3)C2=O)c1 (configuration not stated)	0%	8%[38.3 µM]	-4%[46.1 µM]	?	9%	-1.1%	9%
CCCCN(CC)CCCNC(=O)C1c2ccccc2C(=O)N(C)C1c1cn(C)c2ccccc12 (configuration not stated)	-4%	58%[activator][38.3 µM]	-6%[46.1 µM]	-8%	-7%	-0.1%	-7%
CC(C)(C)c1csc(NC(=O)CSc2nc3ccccc3c(=O)[nH]2)n1	-1%	-8%[38.3 µM]	-9%[46.1 µM]	-3%	-12%	-0.5%	?

Look-ups from the list.
CBFb-RUNX1 inh with CC(=O)N/C(=C/c1ccc2c(c1)OCO2)C(=O)NCCO → 2%
LMNA splice mod with COC(=O)c1cc(C(=O)OC)cc(N2C(=O)CC(Sc3nc(C)cc(C)n3)C2=O)c1 (configuration not stated) → 9%

Carrying on:
SMILES	Luc counter	IMPase Li inh	NPSR antagonist	aGal spleen mod	CBFb-RUNX1 inh	Epigenetic derep	LMNA splice mod
O=c1c(C/C=C/c2ccccc2)c(O)ccn1Cc1ccc(Cl)cc1Cl	4%	11%	-2%	4%	-11%	-0.1%	?
CCCC(=O)NC(Nc1ccccc1OC)C(Cl)(Cl)Cl (configuration not stated)	-4%	6%[38.3 µM]	-16%[46.1 µM]	9%	1%	0.0%	3%
CCN(C(=O)COC(=O)c1cncc(Br)c1)C1CCS(=O)(=O)C1 (configuration not stated)	-2%	1%	8%	-1%	4%	0.0%	/
N#Cc1cccc(Cn2nnc(-c3ccccc3)n2)c1	3%	29%[38.3 µM]	-10%[46.1 µM]	7%	8%	0.0%	7%
COc1ccccc1CC1(C)NC(=O)N(CC(=O)N2CC(C)OC(C)C2)C1=O (configuration not stated)	-2%	-14%[38.3 µM]	0%[46.1 µM]	3%	3%	0.1%	0%
O=C(CSc1nc2ccccc2s1)N1CCCCC1	17%	20%[38.3 µM]	5%[46.1 µM]	-12%	8%	0.9%	0%
CCN(CC)CCCNC(=O)c1ccccc1C	0%	-6%[38.3 µM]	16%[46.1 µM]	-1%	9%	-6.2%	3%
O=C(/C=C/c1ccccc1O)c1ccc(Cl)cc1	/	8%	6%	-10%	10%	?	/
N#CC(c1cccc(Cl)c1)c1ccc2c(C(F)(F)F)cc(C(F)(F)F)nc2n1 (configuration not stated)	?	38%[activator][38.3 µM]	10µM*	1%	-16%	-0.7%	?
Cc1cccc(OP(=O)(Nc2c(C)n(C)n(-c3ccccc3)c2=O)Oc2cccc(C)c2)c1	0%	2%	-12%	5%	13%	1.0%	2%
CCN(CC)c1ccc(NC(=O)CN2CCN(CC(=O)Nc3ccc(F)cc3)CC2)cc1	1%	24%[38.3 µM]	-12%[46.1 µM]	1%	-6%	0.0%	-9%
C=CCn1c(SCC(=O)Nc2ccccc2C)nc2sc(C)c(C)c2c1=O	1%	16%	-16%[46.1 µM]	-8%	13%	?	-3%
O=C(COC(=O)Cn1cnc2ccccc21)NCCc1ccccc1	1%	-3%[38.3 µM]	4%[7.67 µM]	2%	1%	-1.5%	-8%
CCCN1CCN(CCCNC(=O)Cn2nc(-c3ccccc3)ccc2=O)CC1	-1%	-4%[38.3 µM]	-18%[46.1 µM]	2%	11%	-1.1%	4%
CCOC(=O)Cc1csc(NC(=O)CSc2ncnc3c2cnn3-c2ccccc2Cl)n1	15%	11%[38.3 µM]	-15%[46.1 µM]	-5%	-11%	-0.5%	?
CC(C)N(C(=O)CSc1nnc(NC(=O)Cc2cccs2)s1)C(C)C	1%	-12%	-19%	-6%	7%	3.4%	?
O=C(Nc1nsc(-c2ccccc2)n1)c1ccncc1	-7%	-14%[38.3 µM]	-9%[46.1 µM]	-18%	6%	-1.1%	0%
Cc1cc(C)c(C#N)c(N2CCSCC2)n1	-1%	-2%[38.3 µM]	7%[46.1 µM]	-3%	-1%	4.1%	7%
CCC(C)(C)n1nnnc1CN(Cc1ccco1)Cc1cc2cc3c(cc2[nH]c1=O)OCO3	0%	4%[38.3 µM]	-17%[46.1 µM]	?	-9%	-2.7%	21%
COCOc1cc(OC)ccc1C(=O)/C=C/c1ccc2c(c1)OCO2	-6%&-3%	16%&-2%	/	-15%&6%	-11%&20%	-0.3%&2.3%	/
CCCCNC(=O)OCCSCCS(=O)(=O)c1ccc(Cl)cc1	/	/	0%[7.67 µM]	-10%	1%	1.1%	/
CC(=O)Nc1ccc(NC(=S)NC(=O)/C=C/c2ccccc2)cc1	-3%	-9%	5%	1%	7%	-2.5%	?
CCCCCCc1cc2cc(S(=O)(=O)c3ccc(F)c(Cl)c3)c(=O)oc2cc1O	1%	12%	-39%	-5%	9%	-1.1%	?
CCCC(=O)Nc1cccc(-c2cn3ccsc3n2)c1	-1%	-13%[38.3 µM]	0%[46.1 µM]	3%	-4%	3.8%	-1%
CC(=O)CC(c1ccccc1)c1c(O)c2ccccc2oc1=O (configuration not stated)	1%	-1%	/	13%	13%	1.3%	/
O=C(Nc1ccc(Br)c2ccccc12)c1ccc2ccccc2c1O	/	/	?	10%	25%	4.8%	/
O=C(NCc1ccco1)C(c1ccncc1)N(CCC1=CCCCC1)C(=O)Cn1nnc2ccccc21 (configuration not stated)	12%	7%[38.3 µM]	2%[7.67 µM]	2%	-2%	-2.8%	-3%
COc1cccc2c1C(CO)N1C(C#N)C3CC(C(=O)O)C(C1C2)N3C (configuration not stated)	/	/	-6%	2%	7%	1.1%	/
CN(CCc1ccccn1)C(=S)NC(=O)c1ccco1	-2%	3%	2%	7%	-7%	-0.8%	9%[46 µM]
Cc1ccc(/C=N/NC(=O)Cn2cnc3c2c(=O)n(C)c(=O)n3C)s1	-2%	11%	16%	0%	9%	1.3%	8%
O=C1CNC(=O)/C1=C/c1ccccc1	1%	-1%	18%	-3%	0%	3.0%	-12%
Clc1ccccc1C1=Nn2c(nnc2-c2ccncc2)SC1	/	/	-15%[46.1 µM]	11%	2%	1.0%	?
O=C(O)C1CCCN1c1ncccn1 (configuration not stated)	-5%	31%[activator][38.3 µM]	-4%[46.1 µM]	7%	6%	0.0%	-7%
COc1cc2ccnc(Cc3cccc(OC)c3OC)c2cc1OC	-1%	35%[activator]	-24%	-12%	6%	2.1%	?
COC(=O)/C=C/c1ccsc1NC(C)=O	-1%	-7%	-1%	-11%	5%	15%	0%
N/C(=N\OC(=O)c1cccc2ccccc12)c1cccnc1	-5%	15%	5%	6%	4%	8.3%	/
Cc1ccc2nc(/C(C#N)=C\c3cc(C)n(-c4cccc([N+](=O)[O-])c4)c3C)[nH]c2c1	-1%	54%[activator][38.3 µM]	-11%[46.1 µM]	-2%	-29%	2.2%	?
Cc1ccc(Cl)c(OC(=O)c2nn(C(C)C)c(=O)c3ccccc23)c1	1%	6%	-24%[46.1 µM]	12%	-17%	0.0%	-18%
O=[N+]([O-])c1ccc(-c2csc(N3CCc4ccccc4C3)n2)cc1	-2%	9%	-4%	5%	-11%	0.0%	?
CCOc1ccc(N=C2NC(=O)SC2CC(=O)OC)cc1 (configuration not stated)	/	/	-29%	8%	-2%	-3.6%	/
Cc1cc(C)n(CC(=O)N/N=C/c2ccc(C)o2)n1	0%	5%[38.3 µM]	-9%[46.1 µM]	1%	0%	-1.1%	0%
COC(=O)c1nn(-c2cccc(C)c2)c2nnc(Cc3ccc(C)cc3)c(=O)n12	0%	-3%	-7%	-3%	4%	-2.0%	0%
COc1ccc(CNC(=O)CN2C(=O)C(C)N(c3ccc(C)cc3)C2=O)cc1 (configuration not stated)	4%	4%[38.3 µM]	-9%[46.1 µM]	0%	-2%	-3.0%	5%
CCCn1c(-c2ccc[nH]c2=O)nc2cc(C)c(C)cc21	-24%	-10%	2%	21%	2%	-0.9%	/
O=C(c1ccccc1Cl)N(Cc1ccc(Br)cc1)N1C(=O)CCC1=O	2%	15%	-11%	3%	-3%	-4.3%	/
O=C(NCc1ccc(Cl)cc1)C(=O)NCC1OCCN1C(=O)c1cccs1 (configuration not stated)	0%	2%	11%	8%	8%	-1.1%	-11%
CC(C)N(C(=O)COC(=O)c1cncc(Br)c1)C(C)C	6%	-6%	10%	-2%	3%	-4.8%	-26%[46 µM]
CCCn1c(SCC(=O)c2cc(OC)ccc2OC)nnc1C(C)C	-5%	-17%[38.3 µM]	?	5%	7%	3.2%	2%
CCOc1ccc(C(=O)NCC(=O)OCc2c(C)noc2C)cc1	5%	-2%	18%	-1%	2%	0.0%	-4%
CCOC(=O)c1nc(NCCc2ccccc2)sc1C	2%	21%	-24%	-1%	-2%	-1.4%	?
COc1ccc2[nH]c(=O)c(CN(C(=O)c3cccnc3)c3ccc(C)c(C)c3)cc2c1	/	/	-14%	6%	2%	3.0%	/
